# Screening results from PubChem.
# DYRK1A inh: inhibitors of rat Dyrk1A kinase; Q63470; ADP-Glo luminescence, NFATc1 peptide; actives 0.43% (n = 310,000); AID 504441; inhibition, % at 12.5 µM; in the data active means inhibition above about 50%;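 further: plate controls were vehicle with enzyme for no effect and no enzyme for full effect; many of its hits are not listed in these tables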
# GSK3B inh: blocks human GSK3beta kinase activity | GST-GSK3beta kinase, ADP-Glo luminescence, 60 min; hits give low values | activity score (negative = inhibition), % at 10 µM | actives 0.038% (n = 300,000) | AID 2097;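 active means more than half of replicate wells score below -50%, meaning over 50% inhibition versus plate controls; inconclusive means some replicates but at most half score below -50%; inactive means no replicate scores below -50%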;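 further: 0% = median DMSO wells and -100% = median GW8510 positive control wells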
# Target sequence (P49841 whole entry, looked up): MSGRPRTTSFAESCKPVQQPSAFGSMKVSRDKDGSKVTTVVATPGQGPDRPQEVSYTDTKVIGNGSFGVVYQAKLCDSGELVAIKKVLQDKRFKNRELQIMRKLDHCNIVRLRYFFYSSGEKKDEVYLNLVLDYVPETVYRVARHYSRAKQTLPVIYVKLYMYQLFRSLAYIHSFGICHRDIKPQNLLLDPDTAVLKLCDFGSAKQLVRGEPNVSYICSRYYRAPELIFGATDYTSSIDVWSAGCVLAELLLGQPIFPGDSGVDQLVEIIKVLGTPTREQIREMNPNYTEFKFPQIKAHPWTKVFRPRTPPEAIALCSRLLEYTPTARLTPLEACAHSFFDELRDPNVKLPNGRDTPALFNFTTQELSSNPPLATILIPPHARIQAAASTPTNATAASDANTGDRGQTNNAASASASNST
#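 Assay system: GST-tagged human GSK3beta kinase, cell-free; Input: 1.6 ng GSK3beta; Medium: Tris/MgCl2 kinase buffer; Timing: 60 min enzyme reaction, room temperature; Signal: ADP-Glo luminescence quantifying ADP generated by kinase; Evaluation: score relative to plate controls; Benchmarks: DMSO neutral wells and GW8510 at 20 µM as positive.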
# Platelet DG rel: modulates dense granule release in human platelets; inhibition, %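 (compounds screened at 7.5 µM in platelet-rich plasma)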; actives 0.22% (n = 300,000); human platelet-rich plasma, SFLLRN dense granule ATP release, luminescence;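 active means mean replicate score, as percent of positive control, at or above 50; inconclusive means mean below 50 but at least one replicate at or above 50; inactive means mean and every replicate below 50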
# HSP90 inh: blocks HSP90-mediated luciferase refolding in reticulocyte lysate. AID 1789. actives 0.91% (n = 290,000). inhibition, % at 5.6 µM. Rabbit reticulocyte lysate, luciferase refolding luminescence, 3 h;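 active means inhibition above the screen-wide mean plus 3 SD, computed separately per campaign, cut at about 16% in these data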;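 further: 0% = DMSO wells and 100% = 60 µM geldanamycin wells; inhibitors lower the luminescence because luciferase stays unfolded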
# IEC-6 tox: IEC-6 cytotoxicity, counter-screen for KLF5 inhibitors | luminescence viability | AID 1825 | actives 0.78% (n = 290,000) | inhibition, % at 5 µM; in the data active means inhibition above about 22%;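 further: 0% = plate median of test compound wells and 100% = cytotoxic reference compound wells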
# HSF1 inh: HSF1 inhibition | NIH3T3-HGL HSE-luciferase, MG132-induced, luminescence 8 h; hits give low values | activity change, negative = inhibition, % at 7.5 µM (by protocol) | actives 0.77% (n = 300,000) | AID 2098;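 active means more than half of replicate wells show activity change below -50%, luminescence cut by over half; inconclusive means some wells, but at most half, below -50%; inactive means no replicate well below -50%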;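 further: luciferase reports HSF-1 transcriptional activity via heat shock element; 0% = median of DMSO wells and -100% = zero luminescence signal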
# GSK3 alpha inh: blocks human GSK-3 alpha kinase | P49840 | actives 0.1% (n = 320,000) | ADP-Glo luminescence, 60 min | inhibition, % at 10 µM;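 in the data active means inhibition above about 50%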;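 further: GST-tagged GSK-3 alpha with peptide substrate and 25 µM ATP; 0% = DMSO neutral wells and 100% = GW8510 positive control wells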
# Target sequence (P49840 whole entry, looked up): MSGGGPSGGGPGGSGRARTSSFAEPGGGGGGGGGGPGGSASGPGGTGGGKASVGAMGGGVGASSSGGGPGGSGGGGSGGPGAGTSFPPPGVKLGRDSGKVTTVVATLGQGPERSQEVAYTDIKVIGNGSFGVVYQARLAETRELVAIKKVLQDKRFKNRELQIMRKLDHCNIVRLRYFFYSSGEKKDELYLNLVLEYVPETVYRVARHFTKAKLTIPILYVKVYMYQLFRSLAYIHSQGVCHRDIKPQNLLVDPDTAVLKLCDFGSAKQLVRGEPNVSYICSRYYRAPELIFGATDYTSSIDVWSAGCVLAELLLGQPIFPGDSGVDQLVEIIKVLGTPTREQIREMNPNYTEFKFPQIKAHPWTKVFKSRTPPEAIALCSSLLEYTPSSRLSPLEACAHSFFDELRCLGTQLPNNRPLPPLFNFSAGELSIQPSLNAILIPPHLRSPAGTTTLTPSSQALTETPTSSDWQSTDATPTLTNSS
# HSF-1 act: increases HSF-1 driven luciferase reporter signal; NIH3T3-HGL HSF-1 luciferase reporter, MG132, 8 h; 100% = twice DMSO control signal; activation, % at 9 µM; actives 1.7% (n = 300,000); AID 504408;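 active means mean replicate activation of at least 50% with a set share of replicates each reaching 50%; inconclusive means only one of those two conditions met; inactive means mean below 50% and too few replicates reaching it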;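 further: 0% = median of the neutral control wells and 100% = twice that signal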
# aSyn 5UTR inh: 5' untranslated region of α-synuclein, MLPCN primary screen | actives 0.82% (n = 300,000) | inhibition, % (tested at 7.5 µM) | AID 1813 | alpha-synuclein 5'UTR reporter, inhibitor activity; in the data active means inhibition above about 60%; inconclusive means no clear call, values can overlap the other calls;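 further: H4 neuroglioblastoma cells stably carrying SNCA 5'UTR luciferase fusion; 0% = DMSO wells and 100% = positive control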
# KLF5 inhibitor: suppresses KLF5 promoter-driven expression | actives 0.23% (n = 290,000) | inhibition, % at 5 µM | AID 1700 | DLD-1 KLF5 promoter-luciferase reporter, luminescence;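 active means inhibition above a per-plate limit of that plate's mean compound inhibition plus 3 SD, cut at about 60% in these data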;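 further: 0% = DMSO wells and 100% = LY294002 at 200 µM; higher means less KLF5 promoter-driven luciferase light; inactives centre near -14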
# Numbers without * were called inactive; ? = inconclusive; / = no result given. A portion of the library; the hit share may differ from the screen's.
mol	DYRK1A inh	GSK3B inh	Platelet DG rel	HSP90 inh	IEC-6 tox	HSF1 inh	GSK3 alpha inh	HSF-1 act	aSyn 5UTR inh	KLF5 inhibitor
CCOc1ccc(NCC2CCOC(C)(C)C2)cc1 (centres undefined)	2	-4	13	0	-7	10	-3	6	-20	-36
Cc1ccccc1OCCNCC(C)O (centres undefined)	/	0	9	4	3	-1	-3	0	27	0
O=c1[nH]c2ccccc2n1C1=CCNCC1	10	1	-4	4	3	-9	/	-28	9	-27
COc1ccccc1N1CCN(S(=O)(=O)c2ccc3nc(-c4ccccc4)[nH]c3c2)CC1	-1	-1	11	4	-2	13	-1	-3	7	-10
O=C(CCc1ccc(S(=O)(=O)NCc2ccccc2)cc1)NCc1ccc2c(c1)OCO2	2	-1	16	3	-3	0	0	7	-1	-8
COc1ccc(N2CC(C(=O)N/N=C/c3cc([N+](=O)[O-])ccc3O)CC2=O)cc1 (centres undefined)	0	-1	1	1	1	-13	1	-5	27	-32
Oc1nc(Nc2ccc(F)cc2)sc1/C=C1\C=Nc2ccccc21	-3	-1	6	6	-2	14	-4	16	-15	-36
C=CCn1c(SCc2ccccc2)nc2c1c(=O)[nH]c(=O)n2C	/	-2	-3	2	7	0	-1	8	25	-36
O=C(O)c1cc(N/N=C2/CC(c3ccccc3)Oc3ccccc32)ccc1Cl (centres undefined)	-3	5	-1	2	-2	-10	-8	-9	-32	-4
COCCN(C(=O)CSc1nnc(-c2cccc(OC)c2)n1C)c1c(N)n(Cc2ccccc2)c(=O)[nH]c1=O	-1	0	-3	-3	2	-3	-6	-8	6	-17
CC(=O)Nc1ccc(NC(=O)[C@H](C)NC(=O)c2ccco2)cc1	4	-3	3	1	5	-2	-3	9	3	13
Cc1cc2c(cc1S(=O)(=O)Nc1cccc(C)c1C)n(C)c(=O)c(=O)n2C	15	3	10	-7	2	3	9	14	15	6
Cc1c(C(=O)NCc2ccccc2)oc2ccc(S(=O)(=O)N3CCC4(CC3)OCCO4)cc12	-4	2	4	4	8	-3	-4	5	22	3
COc1ccc(/C(C)=N/NC(=O)CNC(=O)c2ccncc2)c(OC)c1	-2	-1	5	-2	4	-9	-1	-16	-14	-13
CCC(=O)c1ccc(OCC(O)CNCc2ccc(F)cc2)cc1 (centres undefined)	0	-1	2	3	7	5	0	-5	3	-11
Cc1ccc(CSc2nnc(CCNC(=O)OC(C)(C)C)o2)cc1	-6	-1	11	-4	0	-10	1	-3	0	-7
O=C(c1ccc(F)cc1F)N(Cc1ccccn1)Cc1ccco1	1	/	12	-2	-6	1	-3	2	21	-13
COc1cc(Cl)cc(C#N)c1OCC(=O)O	-11	-7	-3	3	-5	6	1	2	-15	-33
Cn1c(C(O)C(O)c2ccccc2)nc2ccccc21 (centres undefined)	3	0	-4	0	2	-14	0	7	-2	-26
COc1cccc(/C=N/NC(=O)C(=O)Nc2ccccc2OC(F)(F)C(F)F)c1O	4	1	-3	-8	2	-5	-1	7	71*	13

mol	DYRK1A inh	GSK3B inh	Platelet DG rel	HSP90 inh	IEC-6 tox	HSF1 inh	GSK3 alpha inh	HSF-1 act	aSyn 5UTR inh	KLF5 inhibitor
COc1ccc(N2CCN(C(=O)CCCC(=O)c3ccccc3)CC2)cc1	-11	2	-2	-3	0	-2	2	6	-14	-10
COc1ccc(CNC(=O)C2CCN(C(=O)c3ccc(-c4ccccc4)cc3)CC2)cc1	10	-5	0	-6	-7	-34	-3	-43	14	-12
CCOC(=O)C1=C(C)C(c2cccc(Oc3ccccc3)c2)NC(=S)N1 (centres undefined)	-4	-2	-5	-4	2	8	-2	31	27	-36
Cc1ccc(S(=O)(=O)N2CCN(C(=O)c3ccccc3Cc3ccccc3)CC2)c(C)c1	-2	-3	2	1	6	13	1	8	18	5
C/C(=N/NC(=O)c1ccoc1C)c1cccc(NC(=O)C(F)(F)F)c1	-2	5	1	-1	0	16	-2	44	-128	-112
CC(=O)C1=C(c2ccccc2)NC(=O)NC1c1ccccc1OCC(=O)NCc1ccccc1 (centres undefined)	1	-3	-7	0	-3	/	2	/	/	7
O=C(CN(Cc1ccco1)C(=O)CNS(=O)(=O)c1ccc(F)cc1)NCc1ccco1	-2	-3	-1	0	7	6	-20	29	-1	-19
CCN(CC)c1ccc(N2C(=O)/C(=C/c3cccs3)SC2=S)cc1	2	3	-2	-3	-11	-1	-2	3	12	-38
O=S(=O)(Nc1ccc(F)cc1)c1ccc(NC(=S)Nc2ccccc2)cc1	4	-2	-1	0	1	4	-5	6	-17	-15
CC(=O)Nc1cccc(C(=O)N/N=C/c2cccc(C)n2)c1	7	-1	8	1	-4	-3	0	-8	-6	8
Cc1ccc(Cl)cc1NC(=O)c1ccc(CSc2nnnn2C)cc1	1	-3	1	4	1	9	-7	7	-19	-15
CC(=O)Nc1ccc(NC(=O)/C(Cl)=C/c2ccccc2)cc1	0	-2	0	0	7	25	-2	?	-117	-26
CCn1nc(C)c(CNC(=O)C2CCC(=O)N(CCc3ccc(Cl)cc3)C2)c1C (centres undefined)	/	/	11	0	-4	9	-1	21	3	-17
O=C(CCCC(=O)Nc1ccc(Br)cc1)N/N=C/c1ccccc1	0	-1	27	2	1	3	1	5	-13	-34
CCOC(=O)c1sc(NC(=O)c2ccc(C)o2)nc1C	3	2	7	45*	-1	11	0	34	-287	18
CC1(C)CC(=O)C2=C(C1)N(Cc1ccco1)C(=O)C2(NC(=O)c1ccc(Cl)cc1Cl)C(F)(F)F (centres undefined)	-2	2	24	0	-6	1	-1	28	15	1
C/C(=N\NC(=O)C1CCCN(S(=O)(=O)c2ccccc2)C1)c1ccncc1 (centres undefined)	1	1	3	0	4	11	9	26	24	1
COc1ccccc1CNC(=S)NCc1ccc(F)cc1	6	3	25	0	-2	3	1	13	-11	-31
Cc1ccc(CC2CC(=O)N(Cc3ccco3)C2=O)cc1 (centres undefined)	7	0	5	2	0	42	8	73*	-129	-107
O=C(CN(C(=O)c1csnn1)c1cccc(F)c1)NCc1ccc2c(c1)OCO2	-5	-12	2	-3	-7	-8	-1	1	-14	-11

mol	DYRK1A inh	GSK3B inh	Platelet DG rel	HSP90 inh	IEC-6 tox	HSF1 inh	GSK3 alpha inh	HSF-1 act	aSyn 5UTR inh	KLF5 inhibitor
COc1c(Cl)cc(Cl)cc1CNCCNCC(C)O (centres undefined)	-3	-1	14	-2	3	-4	0	0	-3	-1
CCOc1ccc(CCNC(=O)CN2C(=O)NC3(CCCC3)C2=O)cc1OCC	-6	1	4	2	-3	-1	6	4	-1	-11
O=C(NNc1ccccn1)c1ccc(Cl)nc1	-2	2	-1	-1	-5	-1	1	-3	6	15
S=C(NC1CCCCC1)N1CCn2cccc2C1c1cccnc1 (centres undefined)	0	0	3	-4	-6	9	0	-20	3	-27
COc1ccc2c(c1)CCNC2Cc1ccc(OC)c(O)c1 (centres undefined)	/	0	-3	/	/	1	-3	-9	12	/
Cc1ccc(N=C2C(=O)Nc3ccccc32)cc1	-3	-1	2	-1	-4	-4	-2	15	9	0
O=C(O)CCCCCNS(=O)(=O)c1cccc2nsnc12	-3	-4	1	0	3	1	-2	-3	13	-9
Cc1ccc(C)c(NC(=O)CSc2nc3c(c(=O)n2C)SC(C)C3)c1 (centres undefined)	7	-1	6	-4	-5	5	-1	23	-11	-9
Cc1nnc(SCC(=O)N(C)C2CCS(=O)(=O)C2)n1Cc1ccccc1 (centres undefined)	/	-3	16	0	-4	-6	0	-11	17	0
CCOC(=O)c1c[nH]n2c(=O)cc(C)nc12	/	-1	10	-2	-8	-1	-1	5	5	-23
O=C(CNS(=O)(=O)c1cccs1)NCCc1ccc(Cl)cc1	3	-4	6	-1	5	-1	-1	-11	-10	-1
COc1ccc(CCn2c(=O)[nH]c3cc(C(=O)NCCCN4CCOCC4)ccc3c2=O)cc1OC	5	-5	-18	5	5	-3	1	2	14	-6
O=C(NCc1ccc2c(c1)OCO2)c1ccc(N2CCCC2=O)cc1	-1	3	-2	-4	6	7	2	19	7	-30
COC(=O)N/N=C/c1ccc(-c2cccc(Cl)c2)o1	-2	1	3	1	-4	6	-1	22	19	-31
COc1ccc(CN2CCN(C(=O)CCC(=O)Nc3nnc(C4CCCCC4)s3)CC2)cc1F	-2	-22	8	-1	4	-5	-9	6	-7	-51
CCSc1cc(C)nc2ncnn12	-4	2	7	-5	-3	-1	-2	9	-2	-39
CC(C)c1ccc(N(C(=O)CNC(=O)c2ccco2)C(C(=O)NC2CCCC2)c2ccncc2)cc1 (centres undefined)	-3	-4	-7	6	0	84	2	168*	9	-20
NS(=O)(=O)c1cc(C(=O)OCC(=O)c2ccc3c(c2)OCCO3)ccc1Cl	2	1	-1	1	2	7	0	22	-49	12
COc1ccc(-c2csc(N(Cc3ccccc3)C(=O)COc3ccc(Cl)cc3)n2)cc1	1	1	-1	-2	-6	-8	0	3	12	-20
CCC(C(=O)O)N1C(=O)C2CCCCC2C1=O (centres undefined)	-1	1	3	3	-2	-5	-3	11	1	-29

mol	DYRK1A inh	GSK3B inh	Platelet DG rel	HSP90 inh	IEC-6 tox	HSF1 inh	GSK3 alpha inh	HSF-1 act	aSyn 5UTR inh	KLF5 inhibitor
O=C(COC(=O)c1oc2ccccc2c1COc1ccccc1)NCCN1C(=O)CSC1=O	-1	-3	10	-5	1	10	-3	-10	-17	-18
O=C(C[n+]1ccc2ccccc2c1)c1ccc(NC(=O)c2ccccc2)cc1	6	1	-14	1	-1	1	-2	19	-87	-45
COc1ccc(CN2CCN(C(=O)c3ccco3)CC2)cc1OCc1ccccc1	13	-3	-2	-2	-7	-3	-2	-4	30	-19
CN1C(=O)C2(Nc3ccccc3-c3nc4ccccc4n32)c2ccccc21 (centres undefined)	8	3	0	4	8	9	-1	33	19	-20
COc1ccc(NS(=O)(=O)c2ccc(NC(=O)C(CCSC)NC(N)=O)cc2)cc1 (centres undefined)	-4	0	7	0	0	2	0	-10	-7	-6
CCc1ccc(C2CC(c3cccc(OC)c3)n3nc(N)nc3N2)cc1 (centres undefined)	6	-1	2	/	/	-14	-2	-9	6	/
COc1ccc(C(C(O)C(=O)c2c[nH]c3ccccc23)N2CCN(c3ccc(OC)cc3)CC2)cc1 (centres undefined)	-1	-4	0	3	-1	0	-6	4	-27	-22
Cc1nc2nc(COc3ccccc3)[nH]n2c(=O)c1C	-5	5	2	0	-1	-6	-2	4	0	-47
O=C(COC(=O)c1ccccc1C(=O)c1ccc(Cl)cc1)NCC1CCCO1 (centres undefined)	7	1	-12	-2	1	6	-2	6	-6	-3
COc1ccccc1CNC(=O)CCn1c(=O)oc2ccccc21	-2	-2	1	0	1	-3	-1	0	-1	-25
CC(=O)N(C)c1nnc(-c2cnccn2)s1	2	-3	-3	2	2	-4	-2	-2	-18	-12
